Assay outcomes: PubChem, several laboratories
TRPM1 prom inh = MITF TRPM1 promoter inhibition in SK-MEL-5 cells; 330,000 compounds, 0.83% hits; AID 488899; inhibition, % at 12.5 µM; SK-MEL-5 TRPM1 promoter luciferase, 24 h;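 active means mean inhibition across replicates of 60% or more, whatever share of single replicates reaches that level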; further: values of inactives mirror those of a sister screen read the other way
KKLEB tox = CF airway cell cytotoxicity counter-screen. 360,000 compounds, 0.36% hits. AID 602141. KKLEB CF airway cells viability, ATPlite luminescence, overnight; hits give low values; cells stimulated with P. aeruginosa culture filtrate. activity change (cytotoxicity), % at 5 µM;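 active means corrected activity change at or below -50% at 5 µM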
CaV13 FRET inh = Disruptors of the CACNA1D IQ motif to Ca2+-dependent inactivation inhibitor domain association, primary screening, Förster resonance energy transfer in intact living …; 340,000 compounds, 0.098% hits; AID 743397; inhibition, % at 12.3 µM; HEK cells, CFP/YFP FRET ICDI-IQ, plate reader, 10 min; percent FRET-ratio fall versus neutral wells;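 active means mean replicate inhibition of at least 30% and at least 1% of replicates passing that level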;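 further: 0% = median of the neutral control wells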
Shn3 inh set2 = Schnurri-3 reporter inhibition in Clone20 osteoblasts; Clone20 osteoblast Shn3 3'UTR firefly luciferase, 24 h; 360,000 compounds, 0.52% hits; inhibition, % at 12.5 µM; AID 588674;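 active means mean inhibition of at least 75% with every replicate also reaching 75%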;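 further: 0% = median of neutral control wells and 100% = pilot-screen positive control compound; some compounds past the cut are filed as inactive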
HIF-2a inh = HIF-2a inhibition | 786-0 RCC cells HIF-2a reporter, luciferase luminescence, overnight | inhibition, % at 18.8 µM | 360,000 compounds, 0.72% hits | AID 624352;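 active means inhibition of the luminescence signal of 40% or more relative to plate controls, in a single-dose primary screen at 18.75 µM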
NR2E3 ag-1 = agonists of human NR2E3 nuclear receptor. CHO-S Gal4-NCOR/VP16-NR2E3 two-hybrid, luciferase. inhibition of corepressor binding, % at 3.98 µM. Q9Y5X4. 360,000 compounds, 0.35% hits. AID 602229;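 active means inhibition above the mean of all tested compounds plus 3 SD, cut at about 70% in these data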;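 further: 0% = DMSO with NR2E3 transfected cells and 100% = cells lacking NR2E3 construct; higher means lower luciferase signal from less NR2E3 corepressor binding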
Target sequence (Q9Y5X4 whole entry, looked up, the tested form may be a part): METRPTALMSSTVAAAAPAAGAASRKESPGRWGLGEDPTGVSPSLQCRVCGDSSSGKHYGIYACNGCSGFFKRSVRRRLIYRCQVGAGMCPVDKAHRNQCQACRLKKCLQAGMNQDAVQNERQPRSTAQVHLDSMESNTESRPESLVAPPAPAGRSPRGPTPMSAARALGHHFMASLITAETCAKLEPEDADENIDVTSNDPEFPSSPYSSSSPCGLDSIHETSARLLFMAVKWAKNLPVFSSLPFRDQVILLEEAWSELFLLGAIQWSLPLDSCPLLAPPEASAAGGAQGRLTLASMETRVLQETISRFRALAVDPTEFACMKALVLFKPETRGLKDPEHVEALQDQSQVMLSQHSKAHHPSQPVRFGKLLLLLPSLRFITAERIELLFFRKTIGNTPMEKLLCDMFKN
NR2E3 ag-2 = activates human photoreceptor nuclear receptor NR2E3 | GST-NR2E3/biotin-RetCOR TR-FRET, 1536-well | Q9Y5X4 | AID 2300 | 320,000 compounds, 0.12% hits | inhibition of corepressor binding, % at 4.78 µM;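 active means percent inhibition above the cutoff of mean plus 3 SD of all tested compounds, set per screening campaign, cut at about 20% in these data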;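 further: 0% = DMSO wells and 100% = biotin wells as full block of FRET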
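Test system – NR2E3–RetCOR corepressor complex · Quantity – NR2E3 fusion 1.35 nM · Buffer or medium – Tris pH 7.5 · Incubation – Compound–protein incubation for 5 h at 4 °C · Technique – TR-FRET, Eu(K)-anti-GST donor, streptavidin-D2 acceptor, ex 340, em 617/671 nm · Evaluation – percent inhibition of 671/617 nm emission ratio versus biotin and DMSO controls · Plate – 1536-well format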
CF NFkB block = blocks PAF-induced NF-kB reporter in cystic fibrosis cells. KKLEB NF-kB-GFP reporter, GFP fluorescence overnight. inhibition, % at 5 µM. 360,000 compounds, 0.86% hits;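 active means at least 50% inhibition at 5 µM, scaled per plate between neutral and stimulator controls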;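 further: PAF is a Pseudomonas aeruginosa culture filtrate used as stimulus; plate controls were PAF-stimulated DMSO wells for no effect and unstimulated DMSO wells for full effect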
Peg3 promoter = reduces Peg3 promoter-driven luciferase expression in HeLa. HeLa PEG-Prom luciferase reporter, luminescence, overnight. inhibition, % at 20 µM. 360,000 compounds, 1.7% hits;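 active means inhibition of at least 50% at 20 µM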
Vif inh = inhibitors of HIV Vif; HEK293T cells, Vif self-association by quenched fluorescence, imaging, 24 h; inhibition, % at 7.49 µM; 340,000 compounds, 0.35% hits; AID 602346; in the data active means inhibition above about 50%, passing the limit was not always enough; further: some results filed as inactive read as strong as hits
PDI turbidity = inhibitors of human protein disulfide isomerase; P07237; PDI insulin aggregation turbidity, A650, 90 min; inhibition, % at 10 µM; 350,000 compounds, 0.052% hits; AID 588391;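 active means mean inhibition across replicates of 30% or more, whatever share of single replicates reach that level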;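 further: absorbance from insulin aggregation driven by PDI reduction with DTT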
Target sequence (P07237 whole entry, looked up): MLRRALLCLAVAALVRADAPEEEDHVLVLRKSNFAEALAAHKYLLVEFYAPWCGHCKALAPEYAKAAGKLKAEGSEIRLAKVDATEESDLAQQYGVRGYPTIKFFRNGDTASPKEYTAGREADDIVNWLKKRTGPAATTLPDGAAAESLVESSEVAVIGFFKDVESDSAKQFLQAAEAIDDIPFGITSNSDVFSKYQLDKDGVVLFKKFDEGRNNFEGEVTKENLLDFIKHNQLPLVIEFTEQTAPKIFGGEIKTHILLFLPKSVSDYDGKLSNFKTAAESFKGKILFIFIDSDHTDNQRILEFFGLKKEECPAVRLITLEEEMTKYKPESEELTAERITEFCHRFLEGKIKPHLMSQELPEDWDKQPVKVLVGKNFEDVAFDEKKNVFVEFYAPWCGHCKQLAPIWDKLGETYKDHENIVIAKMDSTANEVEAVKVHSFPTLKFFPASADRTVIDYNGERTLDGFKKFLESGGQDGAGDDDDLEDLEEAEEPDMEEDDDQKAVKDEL
* = called active by the depositor; nt = no result given.

Results follow in this order: TRPM1 prom inh	KKLEB tox	CaV13 FRET inh	Shn3 inh set2	HIF-2a inh	NR2E3 ag-1	NR2E3 ag-2	CF NFkB block	Peg3 promoter	Vif inh	PDI turbidity
> CC1CN(Cc2ccccc2)c2nc3c(c(=O)[nH]c(=O)n3C)n2C1 (configuration not stated)
→ 1	0	-5	7	15	-1	0	-1	12	6	2
> CC1=CC(C)(C)N(C(=O)CN2C(=O)CCC2=O)c2ccccc21
→ nt	10	-5	0	14	-8	-6	4	-1	1	4
> CC(/C=C/c1ccccc1)=N/NC(=O)CNC(=O)c1ccc2c(c1)OCO2
→ 10	5	nt	-1	13	-27	-3	-2	8	0	8
> CC(C)C(CO)NC(=O)CC(=O)NC(CO)C(C)C (configuration not stated)
→ 2	-4	-9	-1	12	12	3	5	-12	7	4
> Cc1cc(C)c(NS(=O)(=O)c2ccc(NC(=O)CCC(=O)O)cc2)c(C)c1
→ 10	-4	-4	0	6	-9	4	-6	9	4	6
> COCCNC(=O)c1ccc(Cl)c(Cl)c1
→ -3	5	-7	-38	-15	1	1	-5	-2	nt	-2
> CN(C)S(=O)(=O)c1ccc(Cl)c(NC(=O)c2ccncc2)c1
→ 8	-4	-6	-5	17	-2	1	11	8	-6	-1
> O=C(Cc1ccc(Cl)cc1)NCC(=O)N1CCCCC1
→ -2	-3	5	-2	8	-6	4	11	9	2	1
> O=[N+]([O-])c1cccc(-c2ccc(/C=N/Nc3nc(N4CCCCC4)nc(N4CCCCC4)n3)o2)c1
→ -2	-17	-12	17	30	-9	3	55*	69*	-12	4
> CC(C)Oc1ccc(C(=O)N(Cc2ccco2)C2CCS(=O)(=O)C2)cc1 (configuration not stated)
→ 10	-8	-8	-9	-5	-6	2	4	13	0	-6
> COc1ccc(-c2coc3cc(OC)cc(OC)c3c2=O)cc1
→ -62	4	nt	-58	-255	-126	1	-1	-289	1	nt
> O=C1[C@H]2[C@@H](/C=C/c3ccccc3)N3C(=O)CN(CC4CC4)C(=O)[C@@]3(Cc3ccccc3)[C@H]2C(=O)N1c1ccccc1
→ 7	3	-6	-4	5	13	-2	-6	-40	-3	2
> COc1ccccc1N1CCN(C(=O)c2cc(=O)c3cc(C)cc(C)c3o2)CC1
→ 49	-2	-18	10	-30	-19	-1	51*	8	-2	-8
> Cc1ccc(/C=N/N2CCN(C3c4ccccc4-c4ccccc43)CC2)s1
→ -4	3	-15	11	12	19	-3	20	20	-6	14
> COc1cccc(N2CCN(Cc3cccnc3)CC2)c1
→ 2	-2	-6	5	4	-14	4	11	-16	5	-3

Shown as comma-separated lines: part of the list above.
mol,TRPM1 prom inh,KKLEB tox,CaV13 FRET inh,Shn3 inh set2,HIF-2a inh,NR2E3 ag-1,NR2E3 ag-2,CF NFkB block,Peg3 promoter,Vif inh,PDI turbidity
CC1CN(Cc2ccccc2)c2nc3c(c(=O)[nH]c(=O)n3C)n2C1 (configuration not stated),1,0,-5,7,15,-1,0,-1,12,6,2
CC1=CC(C)(C)N(C(=O)CN2C(=O)CCC2=O)c2ccccc21,nt,10,-5,0,14,-8,-6,4,-1,1,4
CC(/C=C/c1ccccc1)=N/NC(=O)CNC(=O)c1ccc2c(c1)OCO2,10,5,nt,-1,13,-27,-3,-2,8,0,8
CC(C)C(CO)NC(=O)CC(=O)NC(CO)C(C)C (configuration not stated),2,-4,-9,-1,12,12,3,5,-12,7,4
Cc1cc(C)c(NS(=O)(=O)c2ccc(NC(=O)CCC(=O)O)cc2)c(C)c1,10,-4,-4,0,6,-9,4,-6,9,4,6
COCCNC(=O)c1ccc(Cl)c(Cl)c1,-3,5,-7,-38,-15,1,1,-5,-2,nt,-2
CN(C)S(=O)(=O)c1ccc(Cl)c(NC(=O)c2ccncc2)c1,8,-4,-6,-5,17,-2,1,11,8,-6,-1
O=C(Cc1ccc(Cl)cc1)NCC(=O)N1CCCCC1,-2,-3,5,-2,8,-6,4,11,9,2,1
O=[N+]([O-])c1cccc(-c2ccc(/C=N/Nc3nc(N4CCCCC4)nc(N4CCCCC4)n3)o2)c1,-2,-17,-12,17,30,-9,3,55*,69*,-12,4
CC(C)Oc1ccc(C(=O)N(Cc2ccco2)C2CCS(=O)(=O)C2)cc1 (configuration not stated),10,-8,-8,-9,-5,-6,2,4,13,0,-6
COc1ccc(-c2coc3cc(OC)cc(OC)c3c2=O)cc1,-62,4,nt,-58,-255,-126,1,-1,-289,1,nt

More entries
Results follow in this order: TRPM1 prom inh	KKLEB tox	CaV13 FRET inh	Shn3 inh set2	HIF-2a inh	NR2E3 ag-1	NR2E3 ag-2	CF NFkB block	Peg3 promoter	Vif inh	PDI turbidity
> CCN(CC)CCNS(=O)(=O)c1ccc2c3c(cccc13)C(=O)N2
→ -11	2	-5	-9	19	-25	2	0	12	-4	-1
> Cc1cccc(C(=O)NCC2CCN(C(=O)c3cccc(C)c3)CC2)c1
→ 16	30	nt	-4	10	-17	2	-22	15	-5	-12
> O=C(N/N=C/c1cc(Br)cs1)c1c[nH]c2ccccc12
→ -33	14	-4	-94	-200	-67	-3	-2	-140	3	4
> O=S1(=O)CCOCCCN1Cc1cccc(F)c1
→ -9	12	12	3	8	8	4	-8	-9	-9	-1
> CCOC(=O)C(C)Sc1ccc2nnc(CCNS(=O)(=O)c3ccccc3)n2n1 (configuration not stated)
→ -6	2	-8	13	8	-1	2	-7	0	3	9
> Cc1cccc(S(=O)(=O)NNC(=O)c2sc(C)nc2C)c1
→ -5	10	-3	14	22	-5	-2	-16	13	3	-5
> COc1ccc(NC(=O)Cn2c3ccccc3c3nc4n(c(=O)c32)CCS4)cc1
→ 10	-11	-3	29	16	-19	-3	4	1	-5	-2
> O=C(CN1CCN(Cc2ccccc2)CC1)N/N=C/C=C/c1ccco1
→ 4	-7	-17	-3	1	-19	0	0	-4	0	-1
> CCc1ccc(S(=O)(=O)NCCc2cn3ccccc3n2)s1
→ 1	-2	nt	-4	19	6	-3	8	11	0	1
> Cc1cccc(NC(=O)CSc2nccn2Cc2ccco2)c1
→ -61	1	nt	-59	-191	-9	-5	17	-188	9	4
> COCCNC(=O)CN1c2ccccc2CC1C (configuration not stated)
→ -5	9	-4	-2	8	-19	2	-13	11	60	-1
> CC(NC(=O)CCNS(=O)(=O)c1ccccc1)c1ccccc1 (configuration not stated)
→ 2	8	nt	-3	6	-1	-3	-27	5	nt	4
> CCNCc1ccc(OCc2cccs2)c(OCC)c1
→ 3	4	-4	7	14	-12	1	2	13	11	12
> CCOC(=O)N1CCC(NC(=O)CSCc2nc(-c3ccc(C)cc3)oc2C)CC1
→ 20	-19	-3	13	-13	19	0	10	11	-5	-3
> CC1C2Cn3c(nc4ccccc43)C1N(C(C)C)O2 (configuration not stated)
→ 10	-8	-10	-5	8	-10	1	-1	-2	nt	-2
> Cc1ccc2cc3c(nc2c1)N(Cc1ccco1)CC3
→ -21	8	nt	17	-62	-9	2	5	-109	-8	-1
> CCOc1ccc(NC(=O)C2CCCN(S(=O)(=O)c3c(C)nn(C)c3C)C2)cc1 (configuration not stated)
→ 10	3	-3	11	-5	-46	3	-10	0	-18	nt
> CCN1CCN(C(=S)Nc2ccsc2C(=O)OC)CC1
→ 13	1	-2	6	1	-25	1	26	10	-2	1
> Nc1ccccc1C(=O)N1CCC(O)(c2ccc(Cl)cc2)CC1
→ 3	-7	1	-5	3	-10	nt	-2	-1	-1	-4
> O=C(Oc1c(-c2ccccc2)c(=O)n2c3c(cccc13)CC2)c1ccc(Cl)cc1
→ 4	2	-3	-13	7	2	0	13	4	-3	14
> O=C(NC(=S)NNS(=O)(=O)c1ccc(Cl)cc1)c1cccnc1
→ 0	-3	-5	8	10	-17	-3	20	10	1	6
> COc1ccccc1NS(=O)(=O)c1cccc(NC(=O)Nc2ccc(Cl)cc2)c1
→ -12	-19	3	13	-24	2	6	36	30	-25	-6
> Cc1cccc(NC(=O)CSc2nc3nc(C)cc(C)n3n2)c1
→ -33	-2	-4	-6	-17	-1	-1	-2	-9	1	0
> O=C(Nc1ccc2c(c1)OCCO2)C1CCCN(c2ncccn2)C1 (configuration not stated)
→ -21	9	-6	-76	-121	-139	-2	-1	-201	1	0
> Cc1cc(OC(C)C(=O)N/N=C/CC(C)c2ccccc2)ccc1Cl (configuration not stated)
→ 1	2	nt	0	13	-1	1	-9	10	2	-2
> CCOC(=O)c1ccccc1NC(=O)Cc1ccc(S(=O)(=O)N2CCCC2)s1
→ 0	5	-6	11	-24	15	nt	-6	-1	3	1
> CC(C)(C)C(C(=O)O)N1CCS(=O)(=O)CC1 (configuration not stated)
→ -9	7	-3	6	6	-25	2	1	-3	4	0
> O=C(N/C=C/c1ccccc1)Nc1ccc(Cl)cc1
→ -37	-1	0	-6	-17	-38	1	0	-149	0	1
> COCC(C)N1CCC(n2nccc2NC(=O)c2ccccc2Cl)CC1 (configuration not stated)
→ -1	10	-11	4	8	-30	0	18	26	-1	4
> O=S(=O)(Nc1ccc(Cc2ccncc2)cc1)c1ccc(Cl)s1
→ -3	2	-5	27	18	-13	-5	-3	14	7	-26
> Cc1ccc(C(=O)n2cnc3ccccc32)cc1C
→ -7	5	-20	6	-11	-6	1	-1	-10	-7	0
> COC(=O)c1cc(NCc2c(F)cccc2Cl)ccc1N1CCOCC1
→ 12	-12	-5	5	21	-4	0	2	15	-19	4
> O=C(NC(C(=O)O)c1ccccc1)c1ccc(S(=O)(=O)N2CCOCC2)cc1 (configuration not stated)
→ 5	1	-7	-28	10	-19	6	-1	-3	11	0
> Cc1nc(NC(=O)C2CCCC2)sc1Cc1ccc2c(c1)OCO2
→ -34	4	5	-26	-184	-76	-1	-20	-213	-4	-5
> CC(=O)N1c2c(cc(Br)cc2S(=O)(=O)N2CCN(C(=O)c3ccco3)CC2)CC1C (configuration not stated)
→ 2	-2	-4	-4	5	-6	2	-3	17	4	-3
> COc1cc(CNn2nnnc2N)ccc1OCC(=O)NC(C)(C)C
→ -10	6	-4	8	10	0	4	10	3	2	3
> Cc1cc2nc(C)n(CCCNC(=O)Nc3cccc4ccccc34)c2cc1C
→ 25	8	-5	87*	-1	62	0	-6	3	-15	9
> CCOc1ccc2c(c1)c(N=Nc1cccc(C(=O)O)c1)c(O)n2C
→ -34	-1	-6	-68	-132	-89	-2	-20	-208	6	5
